# From PubChem
# IL-1B inflam inh – qHTS for Inhibitors of Inflammasome Signaling: IL-1-beta AlphaLISA Primary Screen; activity change, % at 57.5 µM; hit rate 4.7% among 360,000; THP-1 LPS/ATP IL-1B secretion, AlphaLISA, 16 h; active compounds read low; AID 743279, 2014; in the data active means activity change below about -50%; inconclusive means mostly about -30% to -49%; further: on the % scale 0 is the no-effect control and ±100 the full control effect
#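 THP-1 cells pretreated 1 hr with compounds (up to 57.5 uM final), then stimulated with LPS (250 ng/mL final) plus ATP (1.25 mM final); secreted IL-1B measured by AlphaLISA after 16 hr, decreased signal indicating inhibition.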
# Nrf2 activator – qHTS of Nrf2 Activators; AREc32 ARE-luciferase reporter (MCF7-derived line), luminescence, 24 h; Potency, µM (highest dose often 46.1 µM), for the others: at the highest dose activation, actives largely listed as activators; hit rate 0.31% among 410,000; further: potency means the concentration at half of the fitted maximal effect; % of control where 0% means no effect; nearly all actives have a fitted effect of over 65% in size
#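 Each well held 1000 AREc32 cells, which were incubated with compound for 24 hr at 37 deg C after overnight attachment, and ARE reporter activity was quantified by firefly luciferase luminescence.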
# TGFb inhibitor – qHTS for Inhibitors of TGF-b. HepG2 CAGA-GFP TGF-b/SMAD3 reporter, GFP fluorescence, 18 h; TGF-beta stimulated, 500 pg/mL final. Potency, µM (top dose mostly 46.1 µM), without a hit: at the highest dose activity, negative = inhibition, most hits filed as inhibitors. hit rate 1.2% among 410,000. AID 588855, 2011; further: potency means the concentration at half of the fitted maximal effect; on the % scale 0 is the no-effect control and ±100 the full control effect; nearly all actives have a fitted effect of over 65% in size
#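 Inhibition of TGF-beta-driven CAGA-GFP reporter expression in HEPG2 cells is measured by cellular GFP fluorescence after 18 h stimulation with 500 pg/mL recombinant TGF-beta in 1% FBS medium at 37 degrees C.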
# S2 tox – Viability Counterscreen for Primary qHTS for Inhibitors of ATXN expression. S2 cells (HEK-293 line with an ATXN2-luciferase reporter) viability, CellTiter-Fluor protease fluorescence, 24 h. Potency, µM (top dose mostly 56.7 µM), actives largely listed as cytotoxic. hit rate 0.49% among 400,000. AID 651635, 2014; further: potency means the concentration at half of the fitted maximal effect; nearly all actives have a fitted effect of over 40% in size
# MCF10A rereplic – A quantitative high throughput screen for small molecules that induce DNA re-replication in MCF 10a normal breast cells. MCF 10A DNA re-replication, Hoechst nuclear intensity, 48 h. Potency, µM (titrated, usually from 46.1 µM), for the others: at the top dose activity, positive = re-replication, actives largely listed as activators. hit rate 2.9% among 350,000. AID 624296, 2012; further: potency means the concentration at half of the fitted maximal effect; % of control where 0% means no effect; nearly all actives have a fitted effect of over 50% in size
# Nrf2 inh – Nrf2 qHTS screen for inhibitors | Potency, µM (highest dose often 46 µM), for the others: at the top dose activity change, negative = inhibition, most hits filed as inhibitors | hit rate 2.1% among 360,000 | A549 ARE-Fluc reporter, luciferase luminescence, 18-24 h; further: potency means the concentration at half of the fitted maximal effect; on the % scale 0 is the no-effect control and ±100 the full control effect; nearly all actives have a fitted effect of over 60% in size
#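 Concentration-response testing used A549 ARE_Fluc cells at 5000 cells/well. Following an 18-24 h compound incubation, viability was read by fluorescence (Ex 405/Em 525) and luciferase output by luminescence.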
# A549 viability – Nrf2 qHTS screen for inhibitors: counterscreen for cytotoxicity; A549 ARE-Fluc cells, CellTiter-Fluor viability, 18-24 h; Potency, µM (top dose mostly 46 µM), inactives show at the highest dose activity change, negative = cytotoxicity, hits mostly inhibitors; hit rate 0.16% among 390,000; further: potency means the concentration at half of the fitted maximal effect; on the % scale 0 is the no-effect control and ±100 the full control effect
#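 A549 ARE_Fluc cells in 5% FBS OPTI-MEM were exposed to compounds in concentration-response for 18-24 h at 37 deg C. Viability was read by CellTiter-Fluor fluorescence (Ex 405/Em 525) after 30 min, before the luciferase read.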
# ATXN2 expr inh – Primary qHTS for Inhibitors of ATXN expression. HEK-293 ATXN2-luciferase reporter, luminescence, 24 h. Potency, µM (top dose mostly 57 µM), inactives show at the highest dose activity change, negative = inhibition, hits mostly inhibitors. hit rate 0.72% among 360,000; further: potency means the concentration at half of the fitted maximal effect; on the % scale 0 is the no-effect control and ±100 the full control effect; nearly all actives have a fitted effect of over 55% in size
#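 ATXN2-luciferase reporter cells (luciferase flanked by upstream and downstream ATXN2 gene portions) were treated 24 h at 37 °C with compounds at up to 57 uM. SteadyGlo luminescence gave expression; GF-AFC fluorescence gave viability.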
# HepG2 tox – qHTS for Inhibitors of TGF-b: Cytotox Counterscreen; hit rate 0.76% among 410,000; Potency, µM (titrated, usually from 46.1 µM), inactives show at the highest dose activity change, negative = cytotoxicity, hits mostly cytotoxic; HepG2 CAGA-GFP viability, ATP luminescence, 18 h; further: potency means the concentration at half of the fitted maximal effect; some results filed as inactive show a strong effect at the top dose
#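 CellTiter-Glo luminescence gave cytotoxicity after 18 hours at 37 degrees C. The cells were HepG2 CAGA-GFP in 1% FBS DMEM, stimulated with 500 pg/mL TGF-beta after compound addition. %Activity was normalised to no-cell wells (complete cell-killing) and DMSO (no toxicity), and curves were fitted and classified.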
# Starred values were filed as active, the others as inactive; i = inactive; ? = inconclusive; . = not tested or not shown; [ ] = another dose, or the depositor's remark. Unless noted, the call rests on the fitted dose curve; in most records, active means well fitted curve in the direction sought with a large enough effect; inconclusive means small, poorly fitted or top-dose-only effect, or another doubt; inactive means no such curve, though single readings can be large; an effect the other way counts as inactive or inconclusive.
# Screens in order: IL-1B inflam inh | Nrf2 activator | TGFb inhibitor | S2 tox | MCF10A rereplic | Nrf2 inh | A549 viability | ATXN2 expr inh | HepG2 tox
> Cc1ccc(Nc2nc3ccccc3[nH]2)nc1
    -53* | 3.6% | -47% | ? | 10% | ? | -1% | -30% | -3%
> CCc1nc(NCCN)c(C#N)c2c1CSC(C)(C)C2
    -4 | 1.9% | 0% | ? | 5% | -20% | 3% | -9% | 3%
> CCc1nc(SCC(=O)Nc2cc(OC)ccc2OC)c2c(C)c(C)sc2n1
    -5 | 0.1% | -28% | i | ? | 15µM* | -22% | -7% | -24%
> Cc1sc(NC(=O)Cn2nc(C(F)(F)F)cc2C)c(C(=O)OC(C)C)c1C
    6 | -0.8% | 22% | i | 1% | . | -2% | 0% | 13%
> COc1ccc(C2N=C(c3ccccc3)NC(c3ccccc3)=N2)cc1
    -29 | 0.0% | 11% | ? | 2.6µM* | -11% | -15% | -17% | -2%
> Cc1cc(=O)[nH]c(SCC(N)=O)c1C#N
    19 | -0.1% | -23% | i | -12% | . | -8% | -18% | -5%
> CC(=O)N1c2ccccc2N(Cc2ccc(C)cc2C)C(=O)C1(C)C
    84 | -2.3% | -17% | ? | 12µM* | 1% | -10% | -23% | -8%
> O=C(c1ccccc1)N1CCN(c2ncnc3c(-c4ccccc4)nsc23)CC1
    -15 | 2.3% | 4% | ? | 1% | 19% | 2% | 8% | -24%
> O=C(NNc1ccc([N+](=O)[O-])cn1)Nc1ccc(N=Nc2ccccc2)cc1
    -4 | 0.3% | -14% | ? | 14% | -3% | -13% | -14% | -11%
> CC1(C)NC(=O)N(CCOCCSc2ccccc2)C1=O
    -7 | 0.1% | -3% | i | -2% | 10% | 12%[1.84 µM] | 5% | -12%
> CCOC(=O)C(=CNc1ccc(Cl)cn1)C(=O)OCC
    -11 | -0.3% | -2% | i | -1% | -21% | 1% | -23% | -18%
> O=C(O)CSc1nnc(-c2cc3ccccc3o2)n1-c1ccccc1
    -3 | -0.7% | 13% | i | -3% | . | 4% | 5% | 41%
> CC(=O)c1ccc(NC(=O)CN2C(=O)NC3(CCc4ccccc43)C2=O)cc1 (stereo unspecified)
    4 | 5.9% | 5% | i | 4% | 4% | -4% | . | -3%
> Cc1ccc(NC(=O)CCNC(=O)c2ccco2)cc1Cl
    5 | 2.6% | -3% | i | -3% | ? | -14% | 5% | -17%
> COc1ccccc1OCCC(=O)OCC(=O)Nc1ccc2c(c1)OCO2
    -14 | 0.2% | -6% | i | -2% | -8% | -4% | -5% | -2%
> COc1cccc(CNCCc2c[nH]c3ccccc23)c1OCc1ccccc1
    . | -1.7% | ? | i | ? | -5% | -15% | ? | 11µM*
> Cc1ccc2c(c1)C(O)(CC(=O)c1cccc(-n3cccc3)c1)C(=O)N2 (stereo unspecified)
    62 | 2.9% | ? | i | 0% | 13% | -3% | -1% | 7%
> COc1ccc(NC(=O)c2cccc(S(=O)(=O)N3CCc4ccccc43)c2)c(OC)c1
    24 | 0.0% | -4% | i | . | . | . | . | -6%
> CCCCn1c(N)c(N(CCOC)C(=O)c2cc(-c3ccc(F)cc3)nc3ccccc23)c(=O)[nH]c1=O
    -20 | 2.5% | 1% | i | -4% | -13% | -8% | 1% | 6%
> O=C(NCC1CCCO1)c1ccc(NC(=O)c2ccc(Br)cc2)cc1 (stereo unspecified)
    . | -0.4% | 0% | ? | -6% | -22% | 2% | -32% | -32%
> CN(C(=O)Cc1c[nH]c2ccccc12)C(C(=O)Nc1ccc2c(c1)OCO2)c1ccccc1 (stereo unspecified)
    -67* | 3.5% | ? | i | 9% | 23µM* | ? | 17% | 5%
> COc1ccc(Cc2nnc(NC(=O)c3ccccc3[N+](=O)[O-])s2)cc1
    1 | 3.5% | 3% | i | 23µM* | 4% | 12% | . | -6%
> O=S(=O)(Nc1cccc(S(=O)(=O)N2CCCCC2)c1)c1ccccc1F
    15 | -0.3% | 9% | i | ? | ? | -6% | -7% | -34%
> COc1cc(-c2nnc(CSc3nnc(N)s3)o2)cc(OC)c1OC
    12 | 0.1% | -13% | i | 2% | -6% | 0% | 1% | 4%
> CC(=O)N(CCCNC(=O)c1ccccc1)C(=O)c1ccccc1
    44 | 0.1% | -19% | i | 7% | 8% | -1% | 7% | -15%
> N#CCC(=O)Nc1ccc(C(=O)OCc2ccccc2Oc2ccccc2)cc1
    -8 | 0.0% | ? | i | 21µM* | 0% | -13% | -4% | -44%
> Cn1cc(CCNCc2cn[nH]c2-c2ccc(-c3ccccc3)cc2)cn1
    -22 | 2.6% | -1% | i | ? | ? | 2% | -15% | 3%
> CCOCCCNC(=S)N(CCN(C)C)Cc1cc2cc3c(cc2[nH]c1=O)OCCO3
    5 | -0.8% | 16% | i | -5% | -7% | 5% | -44% | 32%
> CCOc1ccc(-n2c(SCC)nc3c(c2=O)SCC3)cc1
    -6 | 0.2% | 7% | i | 0% | -7% | -2% | 2% | -1%
> COc1ccc(CCNC(=O)CS(=O)Cc2nc(-c3cccs3)oc2C)cc1OC (stereo unspecified)
    -4 | 0.2% | 1% | i | 3% | 22% | -3% | 2% | -29%
> CCOC(=O)Nc1ccc2c(c1)N(C(=O)CN(CC)CC)c1ccccc1C=C2
    -7 | -0.7% | 2% | i | 12µM* | 11% | -2% | -14% | -1%
> CCOc1cc(C(=O)N(Cc2nc(-c3ccc(C)cc3)no2)C(C)C)cc(OCC)c1OCC
    . | -0.9% | ? | i | . | ? | -3% | 1% | -30%
> Cc1nc(N2CCOCC2)c2c(C(=O)N3CCN(c4ccccc4)CC3)c(C)oc2n1
    . | -0.8% | 19% | . | . | 24% | 2% | . | 15%
> COc1ccc(C(C(=O)NC2CCCCC2)N(C(=O)Cc2c[nH]c3ccccc23)c2ccccc2)cc1OC (stereo unspecified)
    2 | 0.0% | 0% | ? | ? | -21% | -17% | -5% | 2%
> N=c1n(Cc2ccc(Cl)cc2)c2ccccc2n1CC(O)c1ccco1 (stereo unspecified)
    -60* | 5.6% | -23% | i | 4% | -9% | ? | -22% | 13µM*
> O=C(CSc1cccc2cccc(Cl)c12)NC1=NCCS1
    0 | 4.2% | -9% | i | 0% | 8% | 13% | -13% | -11%
> O=C(Nc1cccc2[nH]c([C@H]3C[C@H](O)[C@@H](CO)O3)nc12)NC(c1ccccc1)c1ccccc1
    -7 | -0.1% | -3% | i | . | . | . | 13% | -15%
> CC(=O)Nc1cccc(-c2ccnc3c2CC(C)(C(=O)NCc2ccncc2)O3)c1 (stereo unspecified)
    0 | 0.4% | 1% | i | . | . | . | -1% | 1%
> Cc1nn(C(C)C(=O)NCCc2cccs2)c(=O)c2nn(-c3ccccc3)c(C)c12 (stereo unspecified)
    6 | 0.4% | 1% | i | 3% | 0% | -3% | . | 1%
> CCCCn1c(OC(=S)N(CC)CC)cc(C)nc1=S
    29 | 5.7% | -5% | . | . | . | . | ? | -35%
> COc1ccc(NC(=O)Cn2nnc(C(=O)NCc3ccc(C)cc3)c2N)cc1OC
    -2 | -0.3% | 7% | i | 0% | 2% | 0% | 7% | 6%
> CN1CCC(N(C)C(=O)CNC(=O)c2ccc(C(C)(C)C)cc2)CC1
    -18 | -0.5% | 3% | i | -1% | 7% | 3% | 2% | -2%
> Cc1cccc(N(C(=O)CNC(=O)c2ccco2)C(C(=O)NC2CCCC2)c2ccncc2)c1 (stereo unspecified)
    -12 | 2.9% | 2% | i | 9% | -5% | -7% | -7% | -2%
> COC(=O)c1cc(NC(=O)c2ccc(-c3ccc(Cl)cc3Cl)o2)cc(C(=O)OC)c1
    . | 0.4% | -9% | i | . | -3% | 9% | 4% | -9%
> O=C(CCc1ccccc1)N1CCN(c2ccccc2F)CC1
    -4 | -0.5% | -3% | i | 1% | 7% | 1% | 5% | 4%
> O=C(COc1ccccc1)Nc1ccc(S(=O)(=O)Nc2ccccn2)cc1
    -6 | 0.1% | 13% | i | -5% | -8% | 1% | -14% | -1%
> COCCn1cnc2c1c(=O)n(CC(=O)NN)c(=O)n2Cc1ccccc1
    0 | 0.2% | 3% | i | -2% | -13% | -8% | 0% | 15%
> CC(=O)N1CCN(S(=O)(=O)c2cccc(C(=O)NC3CC3)c2)CC1
    5 | -0.2% | -6% | i | 2% | -8% | 12% | . | -3%
> CC(C)CC(=O)Nc1cccc(NC(=O)c2ccccc2Cl)c1
    -5 | -0.1% | 0% | i | ? | -3% | -1% | 5% | -9%
> Cc1c(Cl)cccc1NC(=O)Nc1ccn(C)n1
    -8 | 2.7% | 0% | i | -24% | -8% | -7% | 4% | -12%
> CCc1ccc(S(=O)(=O)NCc2ccc3c(c2)CCN3C(=O)c2ccc(C)cc2)cc1
    . | 4.1% | -47% | . | . | . | ? | . | -21%
> CON(C)C(=O)CC(CN(Cc1ccccc1)C(=O)OC(C)(C)C)c1ccc(Cl)cc1 (stereo unspecified)
    -61* | 6.0% | ? | ? | ? | ? | -8% | 0% | -44%
> O=C(NC(=S)N1CC=CCC1)c1ccccc1
    0 | 3.1% | 2% | i | . | . | . | . | -5%
> Cc1ccc(C)c(C(=O)OCC(=O)Nc2cccc(S(=O)(=O)N3CCCCC3)c2)c1
    0 | -1.0% | ? | i | 8% | ? | ? | ? | -21%
> CCCOc1ccc(F)cc1-c1cc(C(=O)NCc2cc(C(F)(F)F)cc(C(F)(F)F)c2)[nH]n1
    -12 | 1.0% | -27% | i | . | . | . | -17% | -49%
> O=C(NNC(=O)c1ccc(F)c(S(=O)(=O)N2CCOCC2)c1)c1ccc(Br)cc1
    8 | -1.1% | -9% | i | 15% | -3% | -1% | . | 2%
